# Screening data from PubChem.
# EPAC1 antagonist: blocks human EPAC1 exchange factor. AID 720709. O95398. EPAC1 GEF assay, Rap1b-BODIPY-GDP exchange fluorescence. Potency, µM (titrated, usually from 115 µM), for inactives: at the highest dose activity change, negative = inhibition, actives largely listed as inhibitors. 360,000 compounds, 0.14% hits;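 also: potency is read from the fitted curve at half-maximal effect; plate controls were vehicle for no effect and positive control for full effect; nearly all actives have a fitted effect of over 50% in size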
# Target sequence (O95398 whole entry, looked up): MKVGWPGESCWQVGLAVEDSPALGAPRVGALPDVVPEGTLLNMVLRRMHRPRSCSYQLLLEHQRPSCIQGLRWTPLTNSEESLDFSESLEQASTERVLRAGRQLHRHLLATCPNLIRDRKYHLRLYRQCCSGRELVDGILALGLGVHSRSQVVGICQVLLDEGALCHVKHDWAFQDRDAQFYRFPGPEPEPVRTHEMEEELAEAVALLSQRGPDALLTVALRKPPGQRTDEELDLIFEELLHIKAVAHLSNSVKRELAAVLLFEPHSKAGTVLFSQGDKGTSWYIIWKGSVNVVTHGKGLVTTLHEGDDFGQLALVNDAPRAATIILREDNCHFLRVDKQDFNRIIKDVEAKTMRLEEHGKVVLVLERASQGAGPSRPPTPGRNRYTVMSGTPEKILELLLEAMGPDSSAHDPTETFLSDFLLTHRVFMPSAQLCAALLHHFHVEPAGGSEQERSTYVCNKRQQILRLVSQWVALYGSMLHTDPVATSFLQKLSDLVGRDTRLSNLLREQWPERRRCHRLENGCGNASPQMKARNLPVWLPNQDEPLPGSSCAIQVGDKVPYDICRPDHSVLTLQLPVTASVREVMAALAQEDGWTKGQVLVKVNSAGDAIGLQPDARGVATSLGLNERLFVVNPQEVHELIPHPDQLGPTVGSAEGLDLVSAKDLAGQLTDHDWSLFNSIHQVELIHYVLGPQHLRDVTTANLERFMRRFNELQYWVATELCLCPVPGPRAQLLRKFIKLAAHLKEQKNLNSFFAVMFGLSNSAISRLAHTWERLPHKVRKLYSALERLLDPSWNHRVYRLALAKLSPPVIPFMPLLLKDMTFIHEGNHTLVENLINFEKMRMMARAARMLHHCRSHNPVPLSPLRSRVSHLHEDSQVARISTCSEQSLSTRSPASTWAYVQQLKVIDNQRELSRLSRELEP
# PI5P4Ka inh: PI5P4K alpha (human) kinase inhibition; max response, %; PI5P4Kalpha enzyme, ADP-Glo luminescence, 60 min; stronger effect = lower value; AID 652105; P48426; 330,000 compounds, 1.2% hits; active = max response of -50% or lower; inconclusive = between -30% and -50%; inactive = -30% or higher; also: value at the top dose of about 77 µM; % is scaled to controls: 0 for no effect and ±100 for the full control effect
#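 Luminescence from ADP-Glo served as readout of PI5P4Kalpha activity in a qHTS format. Reaction: enzyme, substrate, compound, ATP at 5 microM final, 60 min at RT.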
# PLK1 PBD inh: inhibitors of human PLK1 polo-box domain binding | P53350 | AID 720504 | Potency, µM, inactives show max response, negative = inhibition, most hits filed as inhibitors | Plk1 PBD binding of FITC phosphopeptide, fluorescence polarization | 360,000 compounds, 2.8% hits; also: potency is read from the fitted curve at half-maximal effect; series mostly up to about 57 µM; % is scaled to controls: 0 for no effect and ±100 for the full control effect; nearly all actives have a fitted effect of over 65% in size
# GLP1R cytotox: cytotoxicity counter-screen for GLP-1 receptor inverse agonists. HEK293 cAMP-luciferase reporter cells, luminescence, 24 h. Potency, µM (titrated, usually from 38.3 µM), for inactives: top-dose activity change, negative = inhibition, most hits filed as inhibitors. 410,000 compounds, 0.13% hits;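 also: loss of luciferase light is scored as toxicity; potency is read from the fitted curve at half-maximal effect; % is scaled to controls: 0 for no effect and ±100 for the full control effect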
#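 Seeding density was 200 cells/uL; after overnight-length (12 h) culture, 23 nL compounds went on for 24 h at 37 °C. Readout used a luciferase detection reagent, luminescence taken after 12 min at room temperature.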
# IL2 activator: activators of IL-2. IL-2 activation reporter assay, cell-based qHTS; stimulated with anti-CD3/CD4/CD28 beads; in transgenic mouse T cells. activation, % (series mostly up to about 46 µM). 360,000 compounds, 0.065% hits. AID 652025; in the data active = activation above about 50%; inconclusive = mostly about 30% to 49%; also: 0% is about no effect
#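 Screening format: compound pinned onto unstimulated transgenic mouse T cells, 60 min incubation, then anti-CD3/anti-CD4/anti-CD28 bead stimulation for 18 hours at 37 degrees C, followed by EGFP and DsRed detection.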
# EPAC1 agonist: agonists of human EPAC1 | EPAC1 agonist qHTS, biochemical assay; response scale: 100% = response to 6.5 mM cAMP | Potency, µM (highest dose often 154 µM), for inactives: at the top dose activation, most hits filed as activators | 360,000 compounds, 0.073% hits | AID 720707; also: potency is read from the fitted curve at half-maximal effect; nearly all actives have a fitted effect of over 60% in size
#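 Fluorescent GDP-exchange assay: 100 nM EPAC1 with 250 nM Rap1B preloaded with BODIPY-GDP and 50 uM GDP; compounds tested as concentration series, 5 min at room temperature, then read every 5 min for 30 min (ex 480/em 540 nm); normalized to 6.5 mM cAMP.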
# PTHR1 ag: agonists of human PTHR1 parathyroid hormone receptor; HEK293 GP2 PTHR1 cells, GloSensor cAMP luminescence, 1 h; Potency, µM (highest dose often 115 µM), inactives show top-dose activation, usual class: activators; 410,000 compounds, 0.075% hits; also: potency is read from the fitted curve at half-maximal effect; nearly all actives have a fitted effect of over 55% in size; some results filed as inactive show a strong effect at the top dose; inactives centre near -15; many of its hits are not listed in these tables
#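 HEK-293-derived GP2 cells expressing PTHR1 and a GloSensor cAMP reporter, 3,000/well, plated overnight, given luciferin plus IBMX (each 0.5 mM as added) for 1 h at 37 °C, then compound for 1 h at 37 °C. Luminescence was read after 15 min at room temperature.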
# GLP-1R inv ag: GLP-1 receptor (human) inverse agonism | Potency, µM (titrated, usually from 38.3 µM), inactives show at the top dose activity change, negative = inhibition, most hits filed as inhibitors | AID 624417 | 410,000 compounds, 1.6% hits | HEK293 GLP-1R CRE-luciferase, luminescence, 24 h; GLP-1R form is constitutively active; also: potency is read from the fitted curve at half-maximal effect; % is scaled to controls: 0 for no effect and ±100 for the full control effect; nearly all actives have a fitted effect of over 55% in size
#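 Assay principle: reduced luminescence from a cAMP-responsive reporter in HEK293 cells co-expressing a constitutively active GLP-1R. Conditions: 24 hr compound incubation, 37 deg C, 5% CO2.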
# GLP1R ag: GLP-1 receptor (human) agonism; AID 624172; HEK293 GLP-1R CRE-luciferase, luminescence, 4-6 h; cells express a hypersensitive GLP-1R form; Potency, µM (titrated, usually from 45.6 µM), for the others: top-dose activation, usual class: activators; P43220; 380,000 compounds, 0.007% hits; also: potency is read from the fitted curve at half-maximal effect; % of control where 0% means no effect
# Active calls of the source: *; i = inactive; ? = inconclusive; · = not tested or not shown; [ ] = another dose, or the depositor's remark. Unless noted, calls follow the shape of the dose curve; as a rule, active = well fitted curve in the direction sought with a large enough effect; inconclusive = small, poorly fitted or top-dose-only effect, or another doubt; inactive = no such curve, though single readings can be large; an effect the other way counts as inactive or inconclusive. Some of the compounds tested (hit frequency here may not be typical).
SMILES | EPAC1 antagonist | PI5P4Ka inh | PLK1 PBD inh | GLP1R cytotox | IL2 activator | EPAC1 agonist | PTHR1 ag | GLP-1R inv ag | GLP1R ag
CCc1nc2c(OCCOc3ccccc3)cccn2c1N(C=O)Cc1ccc(OC)cc1 | -10% | -6 | -7% | -12% | -0.1 | -5% | i | ? | 9%
NC(=O)NC(=O)Nc1ccccc1Cl | -3% | 3 | -22% | -5% | -1.1 | 1% | -9%[57.5 µM] | 14% | -5%
CC(C)(C)N1C(=O)c2ccc(C(=O)Nc3ccc(-c4nc5ccccc5[nH]4)cc3)cc2C1=O | -7% | -6 | -8% | 14% | -1.6 | -1% | i | 0% | 3%
COc1ccc(CNC(=O)CCc2nc(-c3ccc(OC)cc3)no2)cc1 | · | · | · | -11% | · | · | -29% | 0% | 1%
O=C(O)CCn1c(SCc2cc(=O)n3ccccc3n2)nc2ccsc2c1=O | 0% | -9 | -8% | 1% | -0.6 | 14% | -25% | 4% | -1%
COc1ccc(S(=O)(=O)N2CCCC(C(=O)NCc3cccnc3)C2)cc1C (stereo not given) | 2% | 7 | 0% | 4% | -3.3 | -10% | -6% | -17% | 7%
COc1ccc(S(=O)(=O)Nc2ccc3c(c2)CC(=O)N([C@@H](C)CO)C[C@@H](C)[C@@H](CN(C)Cc2ccccc2)O3)cc1 | -12% | 0 | -4% | -3% | -0.3 | -17% | i | -24% | 14%
Cc1ccc(-c2nc(=O)[nH]c3ccc(Br)cc23)cc1 | -1% | -8 | -19% | 24% | 3.2 | -4% | i | 22% | 14%
COC(=O)CSc1ncc(OC)c(OC)n1 | 0% | 1 | 2% | -1% | 2.4 | -7% | i | 48%[activator] | -3%
CCc1cccc(NC(=O)CCc2c(C)nc3c(-c4ccccc4)c(C)nn3c2C)c1 | · | · | · | 3% | · | · | -44%[inhibitor] | 7% | -3%
COc1cc(CNC(=O)c2cc(C(=O)NCc3cc(OC)cc(OC)c3)n(C)n2)cc(OC)c1 | -30% | -6 | -3% | 6% | -0.1 | 3% | -5% | -11% | 2%
Cc1oc2cc(OCc3cnn(-c4ccccc4)c3)ccc2c(=O)c1Oc1ccccc1F | -7% | 2 | 3% | -4% | -2.6 | -2% | -53%[inhibitor] | -9% | -2%
O=S(=O)(Cc1ccc(Cl)cc1Cl)c1ccc(Cl)cc1 | -5% | 9 | 2% | -21% | -0.6 | -5% | i | 13µM* | ?
OCCOCCNc1ncnc2sc(-c3ccccc3)cc12 | 6% | -1 | -11% | 7% | -1.2 | -4% | -19% | 34%[activator] | 12%
Cc1cc(C)c(C(=O)COC(=O)[C@H](C)Nc2ccc(C(F)(F)F)cc2[N+](=O)[O-])c(C)c1 | 8% | 0 | -5% | -8% | 2.6 | -2% | -16% | 2% | 1%
COc1ccc(NC(=O)COC(=O)[C@@H]2CCCN2C(=O)c2cccs2)c(OC)c1 | 9% | -4 | 4% | 5% | 1.7 | 2% | i | -4% | -4%
CCOc1ccc(NC(=O)Nc2ccc3nccnc3c2)cc1 | -5% | 5 | -9% | ? | -2.5 | 3% | -19% | ? | 1%
O=C(Nc1ccc(F)cc1)Nc1nnc(COc2ccccc2F)s1 | 10% | 15 | 0% | ? | -6.0 | 5% | -39%[inhibitor] | ? | -1%
CN1CCN(NS(=O)(=O)c2cccs2)CC1 | 5% | -7 | 9.5µM* | -8% | 1.5 | -1% | i | 13% | -4%
CCCCCCSc1cc(-c2nc3cnccn3c2NCCCC)ccc1OC | -20% | -1 | 7% | 77%[activator] | -0.8 | -25% | -19% | ? | 0%
CC(C)Oc1cc(F)ccc1-c1cc(C(=O)Nc2ccc(F)cc2)[nH]n1 | -16% | -1 | -4% | -3% | 0.4 | -14% | -13% | ? | -1%
CC(=O)c1cc(C)ccc1OC(=O)c1ccncc1 | ? | 6 | -18% | 8% | -0.8 | 5% | i | 17% | -4%
CCOc1cc2[nH]c(=S)n(CCCC(=O)NCc3ccco3)c(=O)c2cc1OCC | 7% | · | -1% | -2% | -1.8 | -10% | i | 4% | 0%
CCCCCc1ccc(OCCCC[n+]2ccccc2)c(CCCCC)c1 | -22% | -4 | -9% | ? | -0.8 | -2% | -22% | 6.3µM* | 10%
COc1cccc(-n2c(Cc3cc(=O)[nH]c(=O)[nH]3)nnc2SCc2cccnc2)c1 | 7% | 6 | -7% | 9% | 0.0 | -5% | -19% | 1% | -2%
COC(=O)C1=C(C)N(CC(C)C)C(=O)/C1=C\c1cccs1 | ? | 21 | -9% | 8% | 6.6 | 28% | -2%[57.5 µM] | 6% | 6%
O=C(CCn1c(=S)oc2ccccc21)NC1CCCCCC1 | 8% | 0 | -2% | -36% | -0.7 | -6% | 21% | 16% | -2%
Cc1sc2ncnc(SCC(=O)NC(=O)c3cccn3C)c2c1C | 0% | ? | 17µM* | 10% | 0.6 | 9% | i | 15% | 16%
O=C(NNS(=O)(=O)c1ccccc1)c1cnn(-c2ccccc2)c1-n1cccc1 | 10% | · | -1% | 12% | 0.3 | 5% | -1%[57.5 µM] | -7% | -8%
COCCn1cnc2c1c(=O)n(CC(=O)O)c(=O)n2Cc1ccccc1 | -24% | 4 | -5% | -8% | 0.9 | -1% | -2% | -9% | -2%
C=CCN1C(=O)C(O)(CC(=O)c2ccccc2)c2ccccc21 (stereo not given) | 6% | -3 | -3% | 0% | -0.1 | 0% | -8% | 15% | -11%
O=C(CCC(=O)Nc1ccc(F)cc1)N/N=C/c1cccnc1 | 17% | -2 | -6% | 4% | -0.8 | 14% | i | 18% | 7%
Cc1ccc(C(=O)CSc2nnc(-c3ccccc3)n2-c2ccccc2)cc1 | · | · | · | 1% | · | · | i | -10% | 8%
Cc1ccc(NC(=O)Cn2c(C)cc(C)c(C#N)c2=O)c(Cl)c1 | 16% | · | -10% | 3% | -2.8 | 0% | i | 3% | 2%
CC1CCN(c2ncnc3c2cnn3-c2ccccc2)CC1 | -14% | -1 | -7% | 3% | -1.7 | -3% | -21% | ? | -1%
COc1ccc(NC(=O)CSc2ccc3nnc(-c4cccnc4)n3n2)cc1 | 2% | 11 | 4% | 0% | 0.3 | 2% | -5% | 15% | 0%
COC(=O)c1cc(OC)c(OC)cc1NC(=S)N1CCCC1 | -16% | -4 | -2% | 3% | -0.7 | 6% | i | 4% | 0%
COc1ccc(-n2ncc3c2CC(C)(C)CC3NC(=O)CCc2c(C)nn(C)c2C)cc1 (stereo not given) | 10% | 0 | 2% | 0% | 0.0 | 7% | i | -8% | 1%
CC1=Nc2cc(C(=O)NCC3CCCO3)ccc2Sc2ccc(Br)cc21 (stereo not given) | -2% | -2 | -16% | -18% | -0.4 | -4% | -48%[inhibitor] | ? | 17%
CON(C)C(=O)CCC1CCCN1C(=O)OC(C)(C)C (stereo not given) | 7% | -3 | -5% | -1% | 0.1 | -8% | i | 2% | -6%
CC(c1nnc(SCC(=O)Nc2sccc2C#N)n1-c1ccc(Cl)cc1)N(C)C (stereo not given) | 13% | · | -19% | -25% | -1.0 | 17% | i | 21% | -1%
O=C(NC1CCCc2ccccc21)C1CCN(S(=O)(=O)c2cnc[nH]2)CC1 (stereo not given) | 4% | -2 | -4% | -1% | -2.2 | -1% | 0%[57.5 µM] | -2% | 2%
Cc1sc2ncnc(NCCCn3ccnc3)c2c1C | -4% | 1 | -3% | -19% | -1.1 | 0% | -17%[57.5 µM] | 14% | 0%
CCCCC(=O)NCCc1cc2ccc(OC)cc2[nH]c1=O | 13% | 5 | -11% | 21% | -1.7 | -1% | i | 7% | 10%
Fc1ccc(-n2nnc(-c3nccs3)n2)cc1 | -5% | -22 | -6% | 8% | 1.1 | -1% | -19% | ? | -2%
C/C(=N/Nc1nc(-c2ccccc2)c(CC(=O)O)s1)c1ccccc1 | -19% | -16 | 13µM* | 0% | 1.2 | -7% | i | ? | 8%
CCOc1ccc(-c2c(=O)n(O)c3ccccc3[n+]2[O-])cc1 | -9% | -9 | ? | 15% | 2.9 | -2% | -9% | 6% | -2%
COc1ccc(NC(=O)CCCn2nc(C)c3c(C)n(-c4ccccc4)nc3c2=O)cc1OC | 5% | 4 | -18% | 0% | -1.3 | 8% | i | -14% | 7%
CC(O)Cn1nc([N+](=O)[O-])nc1N (stereo not given) | -3% | 0 | 1% | -18% | 1.2 | 0% | i | 22% | -4%
CCCCN(CCCC)CCNC(=O)CN1C(=O)COc2ccc(S(=O)(=O)N3CCOCC3)cc21 | 4% | 4 | -6% | 3% | -2.4 | -8% | -7% | 4% | -1%
OCc1cccc(-c2cnc3c(Nc4cccc(OC(F)(F)C(F)F)c4)nccn23)c1 | -12% | 6 | -2% | -19% | -0.4 | -13% | -49%[inhibitor] | 13µM* | -22%
CN1C(=O)C2C(c3ccc(N(C)C)cc3)NN(Cc3ccccc3)C2C1=O (stereo not given) | 6% | -2 | -3% | -19% | 2.2 | 4% | i | 7% | 4%
O=C(CSc1nnc(-c2ccccc2Br)n1-c1ccccc1)c1ccc(F)cc1 | · | · | · | -4% | · | · | -33%[inhibitor] | ? | -3%
COc1ccccc1-c1cc(C(=O)O)c2c(=O)n(C)c(=O)n(Cc3ccccc3)c2n1 | 8% | -5 | 2% | 9% | 0.7 | -10% | i | 8% | 1%
Cc1c2cnn(CC(=O)NCCN3CCOCC3)c(=O)c2c(C)n1Cc1ccc(F)cc1 | 12% | -3 | -7% | 1% | -2.5 | 6% | i | -2% | 5%
Cc1noc(C(=O)NCc2ccccc2)c1Cl | -18% | 6 | -11% | 3% | 0.6 | -15% | -2% | ? | -3%
CCC(C)NC(=O)CSc1ccc(NC(C)=O)cc1 (stereo not given) | 1% | 0 | -1% | 2% | -0.1 | -1% | i | 6% | -8%
CN(C)c1ccc(-c2ccnc3c2CC(C)(C(=O)NCc2ccccc2)O3)cc1 (stereo not given) | -2% | -5 | -4% | -17% | 0.2 | -2% | i | ? | 0%
O=C(O)c1ccc(C2CCCCC2)cn1 | -1% | 10 | -2% | -10% | -1.7 | -4% | i | 5% | -8%
